# Screening data (PubChem)
# Myeloid diff 2: compounds promoting myeloid differentiation; ER-HoxA9 myeloid progenitors, lysozyme-GFP differentiation, flow cytometry; calls only at 10 µM; hit rate 1% among 360,000; AID 624256;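 active means normalized GFP-positive differentiation at or above the plate's own cutoff, the solvent-only control mean plus 3 SD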;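 further: cells exposed to compound for four days before flow analysis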
# Hep lipid drop: hepatic lipid droplet formation modulation | AML12 mouse hepatocytes, oleate lipid droplets, BODIPY imaging | inhibition, % at 6.5 µM | hit rate 0.4% among 240,000;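 active means lipid droplet intensity inhibited by at least 50%, with more than 500 cells counted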
#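 Assay system: AML12 mouse liver cells | Compound: 6.5 µM single-point dosing | Schedule: Overnight exposure | Technique: Fluorescence imaging, 20x objective, two fields per well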
# T cell modulator: T cell immune modulators affecting CD8 T cell-vesicle binding | calls only at 7 µM | 2C CD8+ T cell-vesicle binding, flow cytometry; stronger effect = lower value | hit rate 0.068% among 330,000 | AID 2052;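 active means response, share of CD8 T cells binding vesicles, and their 90th percentile fluorescence all below set limits, cut at about 80% in these data, passing the limit was not always enough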
#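 Incubation: binding step 1.5 h, 37 °C, antibody labelling 20 min, ice; system: murine 2C transgenic CD8+ T lymphocytes; technique: cytometric PE anti-B7-1 and Alexa647 anti-CD8 signals after 1% paraformaldehyde fixation; also added: QL9-charged Drosophila Ld/ICAM-1/B7-1 vesicles; control set: naked versus QL9-loaded vesicles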
# Hep lipid drop cells 6.5 µM: recorded beside Hep lipid drop, whose call it bears; cell count; measured here: cell count, cytotoxicity flag;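 cells counted across two imaged fields per well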
# T cell modulator vesicle-bound %: further read-out of T cell modulator, marked with its call; double positive events, %; measured here: CD8+ vesicle-bound cell fraction;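 binding gate set so that unloaded-vesicle control wells show 10% double positive cells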
# Myeloid diff 2 GFP+ MAC1+ %: further read-out of Myeloid diff 2, marked with its call; GFP+ MAC1+ double positive, %; measured here: differentiation confirmed by MAC1 staining
# * = called active by the depositor; i = inactive; . = no result given; & = joins results of further samples. The list is partial, so the mix of outcomes need not match the whole.
SMILES,Myeloid diff 2,Myeloid diff 2 GFP+ MAC1+ %,Hep lipid drop,T cell modulator,T cell modulator vesicle-bound %,others
CC1=C(C(=O)O)N2C(=O)[C@@H](NC(=O)[C@H](N)c3ccc(O)cc3)[C@H]2SC1,i,1.5,.,.,.,
COc1cncc(C#Cc2ccccn2)c1,i,1.1,.,.,.,
CC(=O)NCCCCCC(=O)O,i,2.0,.,.,.,
CC1(C)O[C@H]2CC(=O)OCC23[C@H]2CC[C@@]4(C)[C@H](c5ccoc5)OC(=O)[C@H]5O[C@]54[C@]2(C)C(=O)C[C@@H]13 (some centres not stated),i,4.4,.,i,9.3,
CC(C)=CC(=O)O[C@@H]1Cc2cc3ccc(=O)oc3cc2OC1(C)C,i,0.5,.,i,17.7,
C[C@H]1c2cccc(O)c2C(=O)C2C(=O)C3(O)C(=O)C(C(N)=O)C(=O)[C@@H](N(C)C)[C@@H]3[C@@H](O)[C@@H]21 (some centres not stated),i,4.3,.,i,14.4,
CCCOc1ccccc1-c1nc2n[nH]nc2c(=O)[nH]1,i,1.7,.,i,22.0,
NC(=O)NC(CCC(=O)O)C(=O)O (configuration not stated),i,1.9,.,i,61.8,
Cc1onc(-c2ccccc2Cl)c1C(=O)N[C@@H]1C(=O)N2[C@@H]1SC(C)(C)[C@@H]2C(=O)O,i,1.4&3.0,.,i,21.0&17.9,
COc1c(O)cc2c(c1O)C1OC(CO)C(O)C(O)C1OC2=O (configuration not stated),i,3.1,.,i,24.9,
CC(=O)O[C@]1(C(C)=O)CC[C@H]2[C@@H]3C=C(Cl)C4=CC(=O)[C@@H]5C[C@@H]5[C@]4(C)[C@H]3CC[C@@]21C,i,2.3&2.7,.,i,33.8&29.6,
CCCCCCCCO,i,1.2,.,i,19.5,
CC(C)(CO)[C@@H](O)C(=O)NCCC(=O)O,i,2.0,.,i,25.3,
Cc1nc2c3ccccc3nc(NNC(=O)CCC(=O)N3CCN(c4ccccc4)CC3)n2n1,i,1.4,4.3,i,4.2,Hep lipid drop cells 6.5 µM=694
CCOC(=O)C1(CCOc2ccccc2)CCN(Cc2ccc(O)c(Cl)c2)CC1,i,0.3,-2.2,i,58.5,Hep lipid drop cells 6.5 µM=796
CC1(C)OC2CC3C4CC(F)C5=CC(=O)C=CC5(C)C4(F)C(O)CC3(C)C2(C(=O)CO)O1 (configuration not stated),i,1.4,42.7,i,63.9,Hep lipid drop cells 6.5 µM=821

# Compounds from the list above that contain a carbonyl joined to an NH by a bond outside any ring (7):
SMILES,Myeloid diff 2,Myeloid diff 2 GFP+ MAC1+ %,Hep lipid drop,T cell modulator,T cell modulator vesicle-bound %,others
CC1=C(C(=O)O)N2C(=O)[C@@H](NC(=O)[C@H](N)c3ccc(O)cc3)[C@H]2SC1,i,1.5,.,.,.,
CC(=O)NCCCCCC(=O)O,i,2.0,.,.,.,
C[C@H]1c2cccc(O)c2C(=O)C2C(=O)C3(O)C(=O)C(C(N)=O)C(=O)[C@@H](N(C)C)[C@@H]3[C@@H](O)[C@@H]21 (some centres not stated),i,4.3,.,i,14.4,
NC(=O)NC(CCC(=O)O)C(=O)O (configuration not stated),i,1.9,.,i,61.8,
Cc1onc(-c2ccccc2Cl)c1C(=O)N[C@@H]1C(=O)N2[C@@H]1SC(C)(C)[C@@H]2C(=O)O,i,1.4&3.0,.,i,21.0&17.9,
CC(C)(CO)[C@@H](O)C(=O)NCCC(=O)O,i,2.0,.,i,25.3,
Cc1nc2c3ccccc3nc(NNC(=O)CCC(=O)N3CCN(c4ccccc4)CC3)n2n1,i,1.4,4.3,i,4.2,Hep lipid drop cells 6.5 µM=694

# Among those listed so far, these have four or more nitrogen atoms:
SMILES,Myeloid diff 2,Myeloid diff 2 GFP+ MAC1+ %,Hep lipid drop,T cell modulator,T cell modulator vesicle-bound %,others
CCCOc1ccccc1-c1nc2n[nH]nc2c(=O)[nH]1,i,1.7,.,i,22.0,
Cc1nc2c3ccccc3nc(NNC(=O)CCC(=O)N3CCN(c4ccccc4)CC3)n2n1,i,1.4,4.3,i,4.2,Hep lipid drop cells 6.5 µM=694
